ALDH1A1 block – ALDH1A1 (human) enzyme inhibition. Purified ALDH1A1, NADH fluorescence, propionaldehyde substrate. Potency, µM (top dose mostly 75.3 µM), without a hit: at the highest dose activity, negative = inhibition, usual class: inhibitors. 220,000 tested, 7.3% active. AID 1030; active = well fitted inhibition curve with a large enough effect, not every such curve was filed as active; inconclusive = small, poorly fitted or top-dose-only effect, or another doubt; inactive = no such curve, though single readings can be large or run the other way;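 note: plate controls were no enzyme wells and a reference inhibitor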
Target sequence (P00352 whole entry, looked up): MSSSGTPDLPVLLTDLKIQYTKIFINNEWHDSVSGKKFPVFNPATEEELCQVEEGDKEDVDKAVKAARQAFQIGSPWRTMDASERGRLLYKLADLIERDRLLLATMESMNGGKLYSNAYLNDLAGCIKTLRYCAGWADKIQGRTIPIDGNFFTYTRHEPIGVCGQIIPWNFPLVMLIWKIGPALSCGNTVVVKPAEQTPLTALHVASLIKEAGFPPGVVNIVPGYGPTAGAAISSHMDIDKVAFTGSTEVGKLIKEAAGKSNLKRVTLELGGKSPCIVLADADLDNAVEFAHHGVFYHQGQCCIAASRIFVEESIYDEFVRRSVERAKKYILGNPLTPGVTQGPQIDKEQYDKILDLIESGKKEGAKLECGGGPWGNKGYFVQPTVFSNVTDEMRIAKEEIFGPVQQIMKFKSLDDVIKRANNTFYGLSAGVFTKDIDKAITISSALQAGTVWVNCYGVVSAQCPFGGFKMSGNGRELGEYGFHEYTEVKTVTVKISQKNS
GAA inh – blocks human lysosomal alpha-glucosidase | AID 1466 | P10253 | purified human GAA, 4-MU-alpha-glucoside fluorescence | 200,000 tested, 0.005% active | Potency, µM (highest dose often 76.9 µM), for the others: top-dose activity change, negative = inhibition, most hits filed as inhibitors;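 note: plate controls were uninhibited enzyme wells for no effect and no-enzyme background for full effect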
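Enzyme (4 nM final) mixed with compound (up to 77 uM), then 4-MU-alpha-D-pyranoside (400 uM final) added; 20 min at room temperature, pH 5.0. Reaction stopped at pH 10, fluorescence read, AC50 derived by Hill fit.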
GAA glycogen – GAA glycogen-cleavage inhibition or activation; recombinant GAA, glycogen substrate, Amplex Red glucose oxidase fluorescence; Potency, µM (titrated, usually from 76.4 µM), for inactives: top-dose activity change, negative = inhibition, actives largely listed as inhibitors; 300,000 tested, 0.38% active; AID 2100;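 note: 0% = full enzyme reaction and -100% = no-enzyme basal signal; the screen sought inhibitors and activators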
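qHTS, 1536-well; enzyme 4 nM final; cpd up to 77 uM; substrate bovine liver glycogen 30 ug; 50 mM citrate/phosphate pH 5.0, 0.01% Tween-20; 37 C, 40 min; Amplex Red detection 45 min RT; Hill fit → AC50.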
Epigenetic derep – derepresses silenced GFP reporter in murine cells; murine LDR cells, GFP reporter derepression, 30 h; Potency, µM (highest dose often 53.9 µM), for inactives: at the top dose GFP activation, actives largely listed as activators; 280,000 tested, 0.2% active; note: % of control where 0% means no effect; nearly all actives have a fitted effect of over 60% in size
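GFP-positive cell count by laser-scanning cytometry (objects 20–120 um) after 30 h, 37 C compound exposure of murine LDR cells; reporter is CMV-GFP integrated at a silenced locus, inducible by HDAC or DNMT inhibitors.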
aGal spleen mod – inhibitors or activators of human alpha-galactosidase in spleen homogenate; human spleen homogenate, 4MU-alpha-Gal fluorescence, 40 min; P06280; Potency, µM (highest dose often 80 µM), without a hit: at the top dose activity change, negative = inhibition, actives largely listed as inhibitors; 240,000 tested, 0.008% active;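 note: 0% = enzyme with vehicle and -100% = no enzyme basal signal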
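Fluorogenic readout (Ex 365/Em 440 nm) of 4-methylumbelliferone released from 1 mM 4-MU-alpha-galactoside by spleen homogenate, 40 min at 37C, pH 5.0. Data normalized to no-enzyme and enzyme controls; Hill-equation AC50 from compound titrations.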
Tau fluor counter – counter-screen for tau fibril formation inhibitors | 280,000 tested, 0.93% active | AID 1463 | tau K18 P301L (four-repeat tau fragment) Alexa594 fluorescence, heparin fibrillization | Potency, µM (series often up to 57.7 µM), for inactives: at the highest dose activity change, negative = decrease; note: % is set by controls: 0 for no effect and ±100 for the full control effect; nearly all actives have a fitted effect of over 55% in size
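Human K18 P301L tau (15 uM unlabeled plus 0.24 uM Alexa 594-labeled, final) in 100 mM sodium acetate pH 7 was mixed with compound and 20 uM heparin and incubated 6 hr at 37 C.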
NPSR antagonist – neuropeptide S receptor (human) antagonism, cAMP. Q6W5P4. CHO-NPSR cells, cAMP TR-FRET, antagonist mode. 220,000 tested, 1% active. Potency, µM (titrated, usually from 38.3 µM), for the others: top-dose activity change, negative = inhibition, hits mostly inhibitors. AID 1461; note: % is set by controls: 0 for no effect and ±100 for the full control effect; nearly all actives have a fitted effect of over 50% in size; many of its hits are not listed in these tables
GAA spleen mod – inhibitors or activators of human alpha-glucosidase in spleen homogenate | P10253 | human spleen homogenate, 4-MU-alpha-glucoside fluorescence | Potency, µM (highest dose often 79.9 µM), for the others: at the highest dose activity change, negative = inhibition, hits mostly inhibitors | 240,000 tested, 0.006% active | AID 2112;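 note: 0% = enzyme with vehicle and -100% = no enzyme basal signal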
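Compounds were titrated against alpha-glucosidase in spleen homogenate at pH 5.0, with 1 mM 4-methylumbelliferyl substrate for 40 min at 37 C. Reactions were quenched with pH 10 NaOH/glycine and fluorescence measured.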
* marks the source's active call; other numbers are inactive results; ? = inconclusive; nt = no result given; & = joins results of further samples; [ ] = another dose, or the depositor's remark. Unless noted, calls come from the whole dose curve; as a rule, active = well fitted curve in the direction sought with a large enough effect; inconclusive = small, poorly fitted or top-dose-only effect, or another doubt; inactive = no such curve, though single readings can be large; an effect the other way counts as inactive or inconclusive. Potency is the fitted concentration of half-maximal effect.

| SMILES | ALDH1A1 block | GAA inh | GAA glycogen | Epigenetic derep | aGal spleen mod | Tau fluor counter | NPSR antagonist | GAA spleen mod |
| --- | --- | --- | --- | --- | --- | --- | --- | --- |
| O=C(Nc1nc(-c2ccccc2)cs1)c1cccc(S(=O)(=O)N2CCN(Cc3ccccc3)CC2)c1 | ? | -3.2% | -2.3% | -1.5% | -0.1% | -18.5% | -22.0%[46.1 µM] | 1.8% |
| O=C(CS(=O)(=O)Cc1ccccc1)N1CCN(C(=O)c2ccco2)CC1 | ? | 3.4% | -7.3% | -3.4% | 11.7% | -8.9% | 2.0%[7.67 µM] | 3.3% |
| Cc1cc(CN2C(=O)c3ccccc3C2=O)on1 | 1.5% | 3.9% | -6.7% | 0.9% | 10.4% | 2.8% | 1.0%[46.1 µM] | 1.2% |
| CCN(CC)c1c([N+](=O)[O-])c(=O)n(CC)c2ccccc12 | nt | nt | 3.2% | -1.0% | -0.1% | -12.4% | -21.3% | -4.0% |
| Cc1cc2ccccc2nc1SCC(=O)Nc1nc(-c2ccccc2)cs1 | 7.94µM* | -0.5% | 5.8% | -3.8% | 2.2% | 0.9% | -19.9%[46.1 µM] | -7.2% |
| CCCNC(=S)Nc1ccc(Nc2ccccc2)cc1 | -0.3% | -1.6% | 15.7µM* | -1.2% | 7.1% | ? | -13.2%[46.1 µM] | 4.0% |
| O=C(N/N=C\c1ccc(-c2cccc(Cl)c2)o1)C(=O)NC1CCCC1 | ? | 10.7% | 5.3% | 1.1% | -4.3% | -2.0% | -2.2% | 0.2% |
| Cc1ccc(S(=O)(=O)N(C)c2ccc(OCC(=O)NCc3ccco3)cc2)cc1 | -11.0% | -2.8% | 0.2% | 0.1% | -2.9% | -19.9% | -14.8%[46.1 µM] | 0.9% |
| CCN(CC)Cc1c(O)ccc2c(=O)c(Oc3ccccc3OC)coc12 | ? | ? | -2.0% | 3.2% | 4.3% | -8.9% | 1.4%[46.1 µM] | -5.3% |
| O=[N+]([O-])c1ccc(N=NNc2ccccc2)cc1 | ? | -6.0% | -1.7% | -2.0% | 6.6% | 14.1µM*[quencher] | -34.5% | -0.8% |
| CCn1c(=O)cc(SCC(=O)NCc2ccc3c(c2)OCO3)c2ccccc21 | 4.8% | -9.8% | 2.4% | -0.4% | 8.7% | -7.8% | -11.7%[46.1 µM] | -1.4% |
| COc1nc(C)nc(NC(=O)NS(=O)(=O)c2ccc(C)cc2)n1 | 8.1% | -1.7% | 1.1% | 1.9% | -0.1% | -11.5% | -1.2%[46.1 µM] | 2.4% |
| COc1ccc(C(=O)Nc2cccc(C(=O)NCc3ccco3)c2)cc1 | ? | 4.4% | 5.4% | 1.7% | -2.0% | -10.6% | 35.0% | -5.8% |
| CC(C)Sc1nc2sc(-c3ccccc3)cc2c(=O)n1N | -11.5% | -23.0% | -5.1% | 3.5% | ? | 2.0% | 2.8%[46.1 µM] | -9.9% |
| Cc1ccc2nc3c(cc(C(=O)NC4CCCC4)c(=N)n3CCCn3ccnc3)c(=O)n2c1 | ? | 9.1% | 0.4% | 4.8% | 7.3% | 3.9% | -17.7% | 6.6% |
| Cc1cc(C)n2nc(SCC(=O)N/N=C/c3ccccc3F)nc2n1 | 6.1% | -1.7% | -1.1% | -1.4% | -1.6% | 6.0% | -9.5%[46.1 µM] | 1.5% |

An excerpt from above, reduced to GAA inh.
Compound	GAA inh
CCn1c(=O)cc(SCC(=O)NCc2ccc3c(c2)OCO3)c2ccccc21	-9.8%
COc1nc(C)nc(NC(=O)NS(=O)(=O)c2ccc(C)cc2)n1	-1.7%

Next part
Keys – A = ALDH1A1 block; B = GAA inh; C = GAA glycogen; D = Epigenetic derep; E = aGal spleen mod; F = Tau fluor counter; G = NPSR antagonist; H = GAA spleen mod
COc1cc2c(C(=O)NCc3ccc4c(c3)OCO4)cn(C)c(=O)c2cc1OC
  A: -7.7%; B: -1.8%; C: 2.1%; D: -1.0%; E: 1.0%; F: -5.2%; G: -4.3%[46.1 µM]; H: -4.8%

CCOC(=O)CC(=O)CSc1nnc2c(n1)[nH]c1ccccc12
  A: -0.4%; B: -1.2%; C: 8.8%; D: -1.1%; E: -5.0%; F: -9.8%; G: 2.3%[46.1 µM]; H: -4.7%

Cn1c(=O)c(C(=O)CCl)c(N)n(CC2CC2)c1=O
  A: 20µM*; B: 5.6%; C: 4.3%; D: 1.9%; E: 4.4%; F: -1.4%; G: 19.4%; H: 3.8%

CCOC(=O)c1c(C)oc2ccc(OC(=O)c3cccs3)cc12
  A: 5.5%; B: -4.9%; C: -15.7%; D: 0.3%; E: -0.9%; F: ?; G: -7.6%; H: 1.6%

Cc1ccc(S(=O)(=O)N(CC(=O)N(C)C)c2cccc([N+](=O)[O-])c2)cc1
  A: -8.0%; B: 4.0%; C: -2.6%; D: -1.5%; E: 10.8%; F: 2.8%; G: -1.9%; H: 5.5%

CC(=O)C(Sc1nccc(-c2cccs2)n1)C(C)=O
  A: 2.6%; B: 1.7%; C: -18.3%; D: 1.4%; E: 2.6%; F: -2.6%; G: -20.6%; H: -1.8%

CC(C)N1CCN(Cc2ccncc2)CC1CCO (stereo unspecified)
  A: -3.8%; B: 0.0%; C: 20.8%; D: 1.6%; E: 6.8%; F: -3.1%; G: -24.7%; H: 3.4%

COC(=O)[C@@H]1C[C@@]2(O)[C@H](O)[C@H](O)[C@H](O)C[C@H]2N1CC(c1ccccc1)c1ccccc1
  A: ?; B: nt; C: -0.1%; D: -2.4%&4.6%; E: 2.5%&-12.4%; F: -4.4%&4.2%; G: 9.6%; H: -2.7%&0.7%

By substructure, the entries above with a furan ring, fused or not.
Keys – A = ALDH1A1 block; B = GAA inh; C = GAA glycogen; D = Epigenetic derep; E = aGal spleen mod; F = Tau fluor counter; G = NPSR antagonist; H = GAA spleen mod
O=C(CS(=O)(=O)Cc1ccccc1)N1CCN(C(=O)c2ccco2)CC1
  A: ?; B: 3.4%; C: -7.3%; D: -3.4%; E: 11.7%; F: -8.9%; G: 2.0%[7.67 µM]; H: 3.3%

O=C(N/N=C\c1ccc(-c2cccc(Cl)c2)o1)C(=O)NC1CCCC1
  A: ?; B: 10.7%; C: 5.3%; D: 1.1%; E: -4.3%; F: -2.0%; G: -2.2%; H: 0.2%

Cc1ccc(S(=O)(=O)N(C)c2ccc(OCC(=O)NCc3ccco3)cc2)cc1
  A: -11.0%; B: -2.8%; C: 0.2%; D: 0.1%; E: -2.9%; F: -19.9%; G: -14.8%[46.1 µM]; H: 0.9%

COc1ccc(C(=O)Nc2cccc(C(=O)NCc3ccco3)c2)cc1
  A: ?; B: 4.4%; C: 5.4%; D: 1.7%; E: -2.0%; F: -10.6%; G: 35.0%; H: -5.8%

CCOC(=O)c1c(C)oc2ccc(OC(=O)c3cccs3)cc12
  A: 5.5%; B: -4.9%; C: -15.7%; D: 0.3%; E: -0.9%; F: ?; G: -7.6%; H: 1.6%

Screening results (PubChem)

This is a subset. The share of hits here may be higher or lower than overall.
